# Screens (PubChem)
# Xi reactivation: reactivates the inactive X chromosome in mouse fibroblasts | XiGFP mouse fibroblasts, % GFP-positive cells imaging, 3 d; cells co-treated with 5-aza-dC sensitizer; scaled so ellipticine positive control = 100% | activation, % at 7.58 µM | hit rate 0.055% among 360,000 | AID 743238;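 active = mean normalized replicate activation at least 10% and every replicate at or above 10%; inconclusive = only one of the two criteria met; inactive = mean below 10% and not all replicates reach 10%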;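 note: 0% = median of on-plate neutral control wells and 100% = ellipticine 6 µM median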
#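 System: XiGFP fibroblasts, SV40-immortalized. Medium: DMEM plus 5-aza-dC sensitizer. Doses: single point. Timing: 3 d treatment, 15 min room-temperature fixation. Control set: ellipticine 6 µM.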
# E-sel inducer: E-selectin induction on HUVECs; P16581; HUVEC E-selectin immunofluorescence imaging; normalized: neutral wells 0, TNF-alpha wells 100; activation, % at 7.58 µM; hit rate 0.37% among 260,000; AID 686992;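 active = mean E-selectin-positive cell signal at least 10% of the positive control, reached in at least 60% of replicates, without over 20% cell loss; inconclusive = no rule given, readout overlaps actives, possibly toxicity-flagged; inactive = the rest, including those meeting only one limit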;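 note: in these data hits start at about 27%; measured in HUVEC primary endothelial cells; signal is the percent of cells scored E-selectin positive by PE staining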
# Target sequence (P16581 whole entry, looked up): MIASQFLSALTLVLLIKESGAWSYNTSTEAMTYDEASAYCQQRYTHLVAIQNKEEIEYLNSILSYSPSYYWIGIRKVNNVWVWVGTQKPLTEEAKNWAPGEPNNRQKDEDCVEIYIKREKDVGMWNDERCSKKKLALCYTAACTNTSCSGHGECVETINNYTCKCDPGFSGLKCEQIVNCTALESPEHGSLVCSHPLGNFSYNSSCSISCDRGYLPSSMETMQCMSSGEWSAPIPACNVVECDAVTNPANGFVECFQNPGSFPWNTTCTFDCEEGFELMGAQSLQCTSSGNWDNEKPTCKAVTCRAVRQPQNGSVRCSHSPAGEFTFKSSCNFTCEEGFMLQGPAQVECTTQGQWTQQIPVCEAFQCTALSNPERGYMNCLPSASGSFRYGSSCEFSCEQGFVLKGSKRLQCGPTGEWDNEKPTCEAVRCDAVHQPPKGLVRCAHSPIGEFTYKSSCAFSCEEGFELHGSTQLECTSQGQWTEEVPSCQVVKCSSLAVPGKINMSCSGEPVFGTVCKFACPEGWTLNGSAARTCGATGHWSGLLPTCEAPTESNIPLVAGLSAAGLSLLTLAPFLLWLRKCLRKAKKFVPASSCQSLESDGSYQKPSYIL
#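 Test system – human umbilical vein endothelial cells (HUVEC), E-selectin induction · Input – 3,000 HUVEC seeded per well · Buffer or medium – EGM-2, gelatin · Compound dosing – single-point compound dose · Detection – immunofluorescence imaging · Measure – percent E-selectin-positive cells · Controls – TNF-alpha high, DMSO low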
# DENV2 CPE: DENV2-induced cell death inhibition; DENV2-infected cells, cytopathic effect rescue, plate reader; hit rate 1.7% among 350,000; AID 651640; CPE inhibition, % at 9.99 µM; in the data active = CPE inhibition above about 20%, passing the limit was not always enough; inconclusive = no clear call, values can overlap the other calls; tested in BHK-21 cells;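 note: 0% = median of neutral control wells and 100% = median of positive control wells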
# CFTR F508del cor: correctors of CFTR F508del function in bronchial epithelial cells | CFBE cells, YFP halide quenching; stimulated with forskolin plus potentiator P3; % fluorescence drop versus neutral controls | hit rate 0.36% among 350,000 | activity (quench increase), % at 7.58 µM | AID 720511;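 active = mean added fluorescence quench of at least 8% versus neutral control, with both replicates also reaching 8%; inconclusive = only one of the mean or replicate conditions met; inactive = mean below 8% and not both replicates reaching 8%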;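 note: cells transiently co-express mutant CFTR-F508del with the halide-sensitive YFP; corrector assay measuring rescue of mutant channel to the surface after 24 h compound exposure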
# RAD52 inh: inhibitors of human RAD52 DNA annealing. hit rate 0.46% among 360,000. inhibition, % at 18.7 µM. AID 651710. recombinant RAD52 DNA annealing, FRET fluorescence. P43351;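 active = every replicate showing at least 50% inhibition; inconclusive = mean inhibition at least 50% but not in every replicate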
# Casp6 inh: inhibitors of human caspase-6 | hit rate 0.53% among 350,000 | P55212 | inhibition, % at 12.5 µM | purified caspase-6, Z-VEID-R110 cleavage fluorescence | AID 686996;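 active = mean inhibition across replicates at least about 35%, with every replicate also reaching that limit, limit read from the data; inconclusive = only one of the two criteria met; inactive = neither criterion met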;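 note: 0% = median of neutral control wells and 100% = no fluorescence left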
# Target sequence (P55212 24-179 limits assumed): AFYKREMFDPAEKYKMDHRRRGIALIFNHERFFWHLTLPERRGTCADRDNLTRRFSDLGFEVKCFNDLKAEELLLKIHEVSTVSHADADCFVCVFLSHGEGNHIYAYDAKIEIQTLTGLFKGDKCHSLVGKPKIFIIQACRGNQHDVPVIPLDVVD
# Target sequence (P55212 194-293 limits assumed): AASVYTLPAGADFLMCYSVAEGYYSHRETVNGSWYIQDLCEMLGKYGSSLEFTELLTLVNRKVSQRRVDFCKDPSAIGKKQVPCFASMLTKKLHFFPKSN
# RAD54 branch: blocks human RAD54 Holliday junction branch migration; Q92698; FAM/BHQ fluorescence; inhibition, % at 10.4 µM; hit rate 0.14% among 360,000; AID 602329;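 active = mean normalized replicate activity at least 40 and at least half of replicates scoring 40 or more; inconclusive = only one of the two criteria met; inactive = mean below 40 and under half of replicates reaching 40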;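 note: 0% = median of neutral control wells and 100% = median of positive control wells; inhibitors cause a drop in the FAM fluorescence signal; in these data hits start at about 50%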
# GSIS activator: primary screen for activators of insulin secretion dependent on glucose, INS-1E cells, GLuc reporter luminescence | AID 743287 | hit rate 0.61% among 370,000 | INS-1E GLuc reporter insulin secretion, 2-3 h | activation, % at 16.6 µM;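 active = lowest replicate activation of at least 40%, so every replicate reaches that level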;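 note: 0% = median of neutral control wells and 100% = median of IBMX positive control wells; some compounds called inactive have numbers as strong as hits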
# * marks the source's active call; other numbers are inactive results; ? = inconclusive; . = no result given; & = joins results of further samples; ! = not confirmed by another sample.
SMILES,Xi reactivation,E-sel inducer,DENV2 CPE,CFTR F508del cor,RAD52 inh,Casp6 inh,RAD54 branch,GSIS activator
Cc1nc(NC(=O)CN2CCN(c3ccccc3F)CC2)sc1C(=O)N(C)C,0.0,.,3,-1.9,-7,3,-2,-8
Cn1c(SCC(=O)NCc2ccc(F)cc2)nc2c([nH]c3ccccc32)c1=O,0.1,-0.1,5,6.4,-2,0,.,9
COc1ccc(CNC(=O)Cn2cc3c(n2)CCCCC3)cc1,0.2,0.4,-5,0.7,-9,3,3,-7
COC(=O)/C(=C\C=C\c1ccccc1)NC(=O)c1ccccc1,0.0,.,2,.,-4,0,.,-22
COc1ccc(OCC(=O)Nc2ccc(S(=O)(=O)N3CCCCC3)cc2)cc1,0.2,0.0,16,-3.1,-41,5,3,-13
O=C(NCC(c1ccco1)N1CCc2ccccc21)c1ccccc1F (stereo not given),-0.1,0.9,-14,1.9,-6,0,-10,2
COc1ccccc1C(=O)CC(=O)c1ccccc1,0.0,0.1,-1,-0.5,-3,1,4,7
Cn1c(SCC(=O)Nc2ccc3c(c2)OCCO3)nnc1-c1ccncc1,0.2,.,-1,-1.4,-15,-1,.,13
O=C(NCc1ccc(F)cc1)c1cnn2ccccc12,0.0,-0.1,?,0.5,-12,1,-9,4
COc1ccc(S(=O)(=O)N(C)C[C@H]2OCCCC[C@H](C)Oc3ccc(NC(=O)Cc4ccccc4)cc3C(=O)N([C@H](C)CO)C[C@@H]2C)cc1,0.2,0.6,3,-2.8,-44,0,0,-7
COc1ccc(Cc2nnc(Nc3ccc(Cl)cc3)[nH]c2=O)cc1,-0.1,2.0,-5,-1.8,-14,3,2,17
O=C(NCCN1CCOCC1)C(=O)NCC1OCCCN1S(=O)(=O)c1cc(F)ccc1F (stereo not given),0.2,.,-4,-2.8,-19,-2,-2,11
Cc1ccc2cc(CCNC(=O)c3ccc4c(c3)OCO4)c(=O)[nH]c2c1,0.3,-0.3,-9,-2.0,-7,3,-3,-1
COc1cccc(CN(C)C[C@@H]2OCc3ccccc3-c3c(n(C)c4ccccc34)C(=O)N([C@@H](C)CO)C[C@@H]2C)c1,-0.2,-0.5,-17,-0.1,5,1,.,-21
Cc1cc(C)c2oc(C(=O)N(Cc3ccccc3)c3ccccn3)cc(=O)c2c1,0.0,0.3,-4,0.7,-6,-1,.,1
C#CCN(C[C@@H]1[C@@H](OC(=O)NCc2ccco2)[C@@H](OC(=O)NCc2ccco2)Cn2c(=O)n(CCCCCC)c(=O)n21)S(=O)(=O)c1ccc(C)cc1,0.2,-0.3,1,3.0,-30,0,0,-15
CN(C)C(=O)C[C@H]1CC[C@H]2[C@@H](COC[C@H](O)CN2C(=O)C2CCOCC2)O1,0.0,0.0,4,-0.5,-90,-1,-16,14
CCNC(=S)NN=C1CCC(C(C)(C)C)CC1 (stereo not given),.,.,.,.,-1,1,-2,-3
Cc1ccc(-n2nc3c(=O)n(CCCC(=O)NCCc4ccccc4)nc(C)c3c2C)cc1,0.0,.,9,4.2,-6,-3,-7,3
COCCNC(=O)C[C@@H]1CC[C@H]2[C@@H](COC[C@H](O)CN2Cc2cccc(-c3ccncc3)c2)O1,0.1,0.0,-2,-1.0,7,-12,-11,-1
COc1ccc(Cl)cc1NC(=O)CN(C)C(=O)CCc1nc2ccccc2c(=O)[nH]1,0.2,-2.0,?,-1.7,-28,6,-11,38
O=C(NC1CC1)C1CCN(C2CCN(C(=O)/C=C/c3cccc(F)c3F)CC2)CC1,-0.1,.,-5,0.2,-12,-4,-3,-3
O=C(COC(=O)c1ccc(S(=O)(=O)N2CCOCC2)cc1)Nc1ccccc1OC(F)F,0.6,.,3,2.3,-14,1,-14,.
C[C@@H]1CN([C@@H](C)CO)C(=O)c2cc(N(C)C)ccc2O[C@H]1CN(C)C,-1.0,.,-2,1.0,-17,-2,0,19
Cc1c(C)c2ccc(O[C@@H]3O[C@H](CO)[C@H](O)[C@H](O)[C@H]3O)c(C)c2oc1=O,0.0,-0.1,11,1.5,-5,-1,-3,2
Cc1cc(C)nc(NS(=O)(=O)c2ccc(NC(=O)Cn3c(=O)oc4ccccc43)cc2)n1,0.4,0.4,-5,-2.5,-46,3,-10,7
C[C@@H]1CN([C@@H](C)CO)C(=O)c2cc(-c3cccnc3)cnc2O[C@@H]1CN(C)C(=O)C1CC1,-0.9,0.0,-5,-2.8,-2,-1,-4,25
CN(CC(=O)N1CCOCC1)S(=O)(=O)c1cc(Cl)ccc1Cl,.,.,-4,2.8,-8,0,-9,-2
CC(C)C[C@H]1CN(CCCC[C@H]2CNC(=O)C(=O)N2CCc2ccccc2)C(=O)C(=O)N1CCc1ccccc1,0.0,-0.7,?,-0.2,-8,4,.,6
CCOC(=O)C1CCC(=O)N1Cc1c[nH]c2ccccc12 (stereo not given),0.4,0.0,8,-4.3,-13,1,.,0
CC1=CC(=C2N=C(c3ccccc3)OC2=O)C=C(C)O1,.,.,.,.,-97,3,-20,-11
Cc1ccc(NC(=O)C2OCCc3ccccc32)cc1 (stereo not given),-0.1,.,3,-1.0,-5,-2,.,-7
O=C1COc2ccc(C(=O)COC(=O)CCSc3ccccc3)cc2N1,-0.1,0.3,9,0.0,-42,.,-10,.
CC(C)(C)c1ccc(OCCC(=O)Nc2cccc(S(=O)(=O)NC3=NCCCCC3)c2)cc1,1.3,-0.2,4,0.3,-9,4,-7,-53
S=C(NNc1cccc(Cl)c1)NC1CCCCC1,0.0,7.3,-3,2.0,-1,3,.,-7
C[C@@H]1CN([C@@H](C)CO)C(=O)Cc2cc(NC(=O)c3ccncc3)ccc2O[C@@H]1CN(C)S(=O)(=O)c1cn(C)cn1,0.0,321*,-7,0.0,7,1,.,5
O=C(c1ccc(F)cc1)N1C[C@@H]2N[C@H](C1)C2c1ccc(/C=C/c2ccccc2)cc1 (stereo not given in full),0.0&0.1,0.0&0.7,5&3,-2.8&-6.2,65*,0&3,.,119*!
COc1ccc(S(=O)(=O)N[C@@H](CSCc2ccccc2)C(=O)O)cc1,0.0,-0.2,-9,-1.3,-4,1,-4,-13
CCOC(=O)N1CCC(NC(=O)CS(=O)(=O)Cc2nc(-c3cccc(Cl)c3)oc2C)CC1,0.0,.,5,1.2,-6,-2,-5,3
COc1ccc(S(=O)(=O)Nc2ccc3c(c2)C(=O)N([C@@H](C)CO)C[C@H](C)[C@@H](CN(C)C(=O)Nc2ccccc2)OCCCC[C@H](C)O3)cc1,0.1,-0.3,1,3.5,.,.,-15,-17
COc1ccc(CN(C)C[C@@H]2Oc3ccc(NS(=O)(=O)c4ccc(F)cc4)cc3C(=O)N([C@@H](C)CO)C[C@@H]2C)cc1,-0.1,?,4,-1.8,-7,2,-5,-15
O=C(C[C@H]1CC[C@H]2[C@@H](COC[C@H](O)CN2S(=O)(=O)c2cccc(F)c2)O1)Nc1ccccc1,0.0,0.0,20,1.1,-5,0,1,-4
CC1CCC(NC(=O)CN2C(=O)NC(C)(C)C2=O)CC1 (stereo not given),-0.1,0.5,0,2.9,-12,-3,-4,6
Cc1cc2[nH]c(=O)c(=O)[nH]c2cc1S(=O)(=O)N1CCN(c2ccccc2F)CC1,0.1,.,-9,-1.1,-12,0,-13,6
COc1ccccc1C(=O)NC(=S)Nc1ccc2[nH]c(=O)[nH]c2c1,0.2,.,3,-1.2,-6,-2,3,45*
Cc1ccc(CNC(=O)c2ccccc2CCc2ccccc2)cc1,.,.,-6,-2.1,-23,-1,3,-28
CC1CCN(c2ccc([N+](=O)[O-])c(SCCO)c2)CC1,0.0,0.3,0,2.1,-17,3,-2,.
Cc1noc(C)c1S(=O)(=O)Nc1ccc2c(c1)C(=O)N([C@@H](C)CO)C[C@@H](C)[C@@H](CN(C)C(=O)Cc1ccccc1)OCCCC[C@@H](C)O2,-0.8,1.4,19,-0.8,-20,3,2,-16
O=C(Nc1nc(-c2nc3ccccc3s2)cs1)C1COc2ccccc2O1 (stereo not given),0.2,0.2,-4,-1.6,-11,-1,-13,14
COc1cc(SC)ccc1C(=O)OCC(=O)N1CC(=O)Nc2ccccc21,0.0,-0.3,-3,-1.4,-32,0,10,-12
C[C@@H]1CN([C@H](C)CO)C(=O)c2cccc(NC(=O)c3nc4ccccc4s3)c2O[C@H]1CN(C)S(=O)(=O)c1ccccc1,-0.3,0.1,-7,-0.3,5,0,-4,11
COc1ccc(NC(=O)Nc2ccc3c(c2)C(=O)N([C@@H](C)CO)C[C@@H](C)[C@H](CN(C)Cc2ccc4c(c2)OCO4)O3)cc1,-0.4,-2.1,8,-0.5,-3,2,26,-9
CCN(C(=O)CN1C(=O)c2ccc([N+](=O)[O-])cc2C1=O)C1CCCCC1,0.1,2.0,-14,0.0,-5,-1,1,-14
COc1ccc(Cc2nnc(NC(=O)c3ccccc3Cl)s2)cc1OC,0.1,.,41*,-2.6,-16,0,-8,-12
C[C@H](NC(=O)C[C@@H]1C[C@H]2c3cc(NC(=O)Nc4ccc(C(F)(F)F)cc4)ccc3O[C@H]2[C@H](CO)O1)c1ccccc1,0.0,-0.3,-2,3.0,-2,5,-2,-17
C/C(=N\NC(=O)C1CC1)c1ccc(C(C)(C)C)cc1,0.1,0.2,-3,-0.3,-12,-4,5,34
COc1ccc(S(=O)(=O)Nc2ccc3c(c2)C(=O)N([C@H](C)CO)C[C@H](C)[C@H](CN(C)S(=O)(=O)c2cccs2)OCCCC[C@@H](C)O3)cc1,0.0,.,-6,-0.2,0,-2,-4,25
Cc1c(C(=O)N2CCCC2)c(S(=O)(=O)NCC(C)c2ccccc2)c(C)n1C (stereo not given),0.2,.,0,-1.7,-7,2,5,7
COc1cccc(-c2ccc3c(c2)[C@@H]2[C@@H](CCN2C(=O)c2ccccn2)[C@H](CO)N3)c1,0.2,0.0,7,2.9,6,1,-2,-1
COCC(=O)N1CC(=O)N2[C@H](CO)[C@H](c3ccc(Br)cc3)[C@H]2C1,0.1,-0.3,-2,-4.2,9,-1,.,3
# The listing continues:
SMILES,Xi reactivation,E-sel inducer,DENV2 CPE,CFTR F508del cor,RAD52 inh,Casp6 inh,RAD54 branch,GSIS activator
Cc1nnc(SCC(=O)NN2C(=O)NC3(CCCCC3)C2=O)s1,0.1,-0.1,-7,.,-12,0,-4,12
Cc1ccc2c(c1)NC(=O)c1cccc([N+](=O)[O-])c1CO2,0.0,0.4,-2,1.4,-10,1,.,0
CC(=O)c1c(C)[nH]c(C(=O)Nc2ccccc2Cl)c1C,-0.1,0.3,11,-1.8,-3,3,-12,1
COc1cc2nc(N(CCCN(C)C)C(=O)c3ccc(C(=O)c4ccccc4)cc3)sc2cc1OC,0.1,.,1,-1.2,72*,-27,30,-32

# Quoted from the listing.
# CFTR F508del cor with Cc1ccc2c(c1)NC(=O)c1cccc([N+](=O)[O-])c1CO2 stands at 1.4
# Casp6 inh with CC(=O)c1c(C)[nH]c(C(=O)Nc2ccccc2Cl)c1C stands at 3
